HP1b binding inh = inhibitors of HP1-beta chromodomain binding to methylated histone tails; AID 540317; P83916; Potency, µM (series often up to 114 µM), inactives show top-dose activity change, negative = inhibition, usual class: inhibitors; 0.56% of 390,000 active; AlphaScreen HP1-beta / biotin-H3K9me3 peptide binding; note: potency is the fitted concentration of half-maximal effect; nearly all actives have a fitted effect of over 70% in size; inactives centre near 23
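AlphaScreen: HP1-beta (50 nM) preformed 30 min with biotin-H3(1-18)K9me3 peptide (50 nM) in PBS pH 7.4, 0.01% Tween-20. Compound added for 30 min at RT, then streptavidin donor/nickel chelate acceptor beads (10 ug/mL) for 30 min.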
Pin1 inh = inhibitors of human Pin1. Q13526. Pin1 FP peptide displacement, HiFluor488, 10 min. Potency, µM (titrated, usually from 115 µM), without a hit: at the highest dose activity, negative = inhibition, most hits filed as inhibitors. 0.009% of 390,000 active; active = well fitted inhibition curve with a large enough effect in the polarisation, with a control signal flat, not every such curve was filed as active; inconclusive = small, poorly fitted or top-dose-only effect, or effect the other way, or a change in a side signal; inactive = no such curve, though single readings can be large or run the other way; the % refers to the polarisation; note: potency is the fitted concentration of half-maximal effect; % is set by controls: 0 for no effect and ±100 for the full control effect
PGK inhibitor = T. brucei PGK inhibition; P07378; PGK/GAPDH coupled, Kinase-Glo luminescence, 60 min; Potency, µM (top dose mostly 57.5 µM), inactives show top-dose activity change, negative = inhibition, actives largely listed as inhibitors; 0.043% of 380,000 active; AID 602233; note: potency is the fitted concentration of half-maximal effect; % is set by controls: 0 for no effect and ±100 for the full control effect; nearly all actives have a fitted effect of over 60% in size
Target sequence (P07378 whole entry, looked up): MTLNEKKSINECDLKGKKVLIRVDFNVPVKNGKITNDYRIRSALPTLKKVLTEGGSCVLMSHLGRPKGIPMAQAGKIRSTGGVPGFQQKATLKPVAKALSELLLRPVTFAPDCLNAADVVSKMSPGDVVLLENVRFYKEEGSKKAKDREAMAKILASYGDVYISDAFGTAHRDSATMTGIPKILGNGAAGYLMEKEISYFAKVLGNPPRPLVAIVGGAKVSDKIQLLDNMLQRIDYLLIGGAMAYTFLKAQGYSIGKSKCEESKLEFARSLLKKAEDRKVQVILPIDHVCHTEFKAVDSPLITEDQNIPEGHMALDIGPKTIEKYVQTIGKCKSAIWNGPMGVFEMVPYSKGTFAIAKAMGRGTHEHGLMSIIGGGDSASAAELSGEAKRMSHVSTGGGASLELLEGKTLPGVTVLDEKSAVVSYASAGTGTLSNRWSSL
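Recombinant glycosomal PGK reaction used 1,3-bisphosphoglycerate generated in-well by GAPDH (100nM final) in 100mM TEA pH 7.6, 5mM MgCl2, 0.01% Tween-20. After 60 minutes at room temperature, ATP was read by Kinase-Glo Plus luminescence end-point.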
mIDH1 inhibitor = blocks human mutant IDH1 R132H enzyme | 0.093% of 390,000 active | IDH1-R132H enzyme, NADPH consumption, diaphorase/resazurin fluorescence | O75874 | Potency, µM (highest dose often 76.6 µM), for inactives: at the top dose activity change, negative = inhibition, actives largely listed as inhibitors | AID 602179; note: potency is the fitted concentration of half-maximal effect; % is set by controls: 0 for no effect and ±100 for the full control effect; nearly all actives have a fitted effect of over 65% in size
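IDH1-R132H (0.5 ug/mL) preincubated 30 min with compound, then NADPH (0.016 mM) and alpha-KG (2 mM) added; 80 min at RT, pH 7.5. Remaining NADPH coupled via diaphorase/resazurin to fluorescence (540/590 nm); concentration-response curves normalized to no-enzyme control.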
TrxR1 inh = blocks rat thioredoxin reductase 1; recombinant rTrxR1, NADPH fluorescence consumption, selenite substrate; 1% of 390,000 active; AID 588453; Potency, µM (top dose mostly 114 µM), for inactives: at the highest dose activity change, negative = inhibition, hits mostly inhibitors; O89049; note: potency is the fitted concentration of half-maximal effect; % is set by controls: 0 for no effect and ±100 for the full control effect; nearly all actives have a fitted effect of over 65% in size
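Rat TrxR1 (90 nM in the dispensed reagent) was pre-reduced with 400 uM NADPH for 5 min at room temperature, then incubated with compound for 15 min. After 400 uM selenite was added, NADPH fluorescence (Ex 340/Em 450 nm) was followed for 8 min.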
GLS inh = inhibitors of human glutaminase (GLS); Potency, µM (titrated, usually from 45.5 µM), for the others: at the top dose activity change, negative = inhibition, usual class: inhibitors; 0.21% of 410,000 active; GLS enzymatic activity, qHTS titration; AID 624170; note: potency is the fitted concentration of half-maximal effect; % is set by controls: 0 for no effect and ±100 for the full control effect
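Human kidney-isoform GLS in 45 mM KH2PO4 pH 8.2, 0.02% Tween-20, with compound, started with 1mM L-Glutamine (added stock). Glutamate oxidase/HRP/Amplex red coupled fluorescence read at start and after 30 min at RT.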
TrxR1 substrate = is turned over as a substrate by rat TrxR1 | O89049 | purified TrxR1 substrate turnover, NADPH consumption readout | Potency, µM (series often up to 114 µM), for the others: at the highest dose activity change, negative = substrate turnover | 0.01% of 390,000 active | AID 588456; note: potency is the fitted concentration of half-maximal effect; % is set by controls: 0 for no effect and ±100 for the full control effect; nearly all actives have a fitted effect of over 50% in size
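Rat TrxR1, dispensed at 90 nM, was prereduced with 400 uM NADPH (final) for 5 min at ~22 deg C, then incubated with compound 15 min before 400 uM selenite. A first-read NADPH fluorescence drop versus no-compound background flagged substrates.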
USP1-UAF1 inh = USP1/UAF1 (human) deubiquitinase inhibition; recombinant USP1/UAF1, Ub-Rhodamine cleavage fluorescence; Potency, µM (highest dose often 57.1 µM), for the others: at the highest dose activity change, negative = inhibition, hits mostly inhibitors; O94782; 0.23% of 390,000 active; note: potency is the fitted concentration of half-maximal effect; % is set by controls: 0 for no effect and ±100 for the full control effect; nearly all actives have a fitted effect of over 60% in size; inactives centre near -12
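In this screen, compounds sit with the deubiquitinase complex (1nM) for 15 min at room temperature before Ub-Rho is added at 150nM final. Fluorescence rise is then followed for 6 reads every 60 seconds.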
PI4K2A inh = PI4K2A (human) kinase inhibition; Q9BTU6; purified PI4K2A, ADP-Glo luminescence, 1 h; hits give low values; activity change, negative = inhibition, % at 76.9 µM; 0.13% of 420,000 active; in the data active = activity change below about -50%; inconclusive = mostly about -30% to -49%;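 note: -100% = wells without enzyme as full effect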
Target sequence (Q9BTU6 whole entry, looked up): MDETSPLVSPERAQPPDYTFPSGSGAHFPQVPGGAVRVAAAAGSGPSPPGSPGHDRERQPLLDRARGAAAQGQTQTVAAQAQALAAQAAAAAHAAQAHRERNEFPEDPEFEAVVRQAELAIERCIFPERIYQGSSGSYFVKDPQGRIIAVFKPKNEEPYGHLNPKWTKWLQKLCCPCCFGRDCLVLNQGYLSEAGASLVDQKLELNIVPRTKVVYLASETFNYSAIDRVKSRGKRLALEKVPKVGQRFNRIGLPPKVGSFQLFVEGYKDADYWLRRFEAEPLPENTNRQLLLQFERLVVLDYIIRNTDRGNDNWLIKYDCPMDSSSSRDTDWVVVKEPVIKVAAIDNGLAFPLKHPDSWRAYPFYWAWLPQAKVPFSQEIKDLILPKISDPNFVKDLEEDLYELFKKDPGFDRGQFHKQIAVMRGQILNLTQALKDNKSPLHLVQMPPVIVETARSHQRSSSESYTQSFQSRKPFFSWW
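In this quantitative HTS, ADP production by PI4K2A was quantified luminescently after 1 h at ambient temperature; 100 microM adenosine served as plate-quality control.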
Starred values were filed as active, the others as inactive; i = inactive; ? = inconclusive; [ ] = another dose, or the depositor's remark. Unless noted, calls come from the whole dose curve; as a rule, active = well fitted curve in the direction sought with a large enough effect; inconclusive = small, poorly fitted or top-dose-only effect, or another doubt; inactive = no such curve, though single readings can be large; an effect the other way counts as inactive or inconclusive.

Assay codes – A = HP1b binding inh; B = Pin1 inh; C = PGK inhibitor; D = mIDH1 inhibitor; E = TrxR1 inh; F = GLS inh; G = TrxR1 substrate; H = USP1-UAF1 inh; I = PI4K2A inh
> CC(C)n1cc(NC(=O)C2CC(c3cccc(Br)c3)=NO2)cn1 (stereo unspecified)
  A: 57.3%[activator] | B: 28.7% | C: -0.7% | D: 0.5% | E: 15.9% | F: -0.3% | G: -3.5% | H: 8.5% | I: 2.7

> COc1ccc(C2=CC3=C(Br)C(=O)C(C)(OC(=O)C4CCCC4)C(=O)C3=CO2)cc1 (stereo unspecified)
  A: ? | B: ? | C: 17.8µM* | D: -13.2% | E: ? | F: 0.6% | G: 3.8% | H: ? | I: ?

> COCCN(C(=O)CSc1ncccn1)c1c(N)n(Cc2ccccc2)c(=O)[nH]c1=O
  A: 16.7% | B: 4.1% | C: -1.3% | D: -0.9% | E: 19.6% | F: -9.3% | G: 4.1% | H: -3.0% | I: 2.3

> OCC1CCCCN1CCNCc1cn[nH]c1-c1cccc2ccccc12 (stereo unspecified)
  A: 30.0% | B: 4.3% | C: -7.5% | D: 0.0% | E: -10.7% | F: -4.2% | G: -1.0% | H: -20.6% | I: 5.5

> O=C(CSc1n[nH]c(-c2ccccc2F)n1)Nc1cc(F)ccc1F
  A: 43.9%[activator] | B: -6.1% | C: 4.7% | D: -8.2% | E: 18.3% | F: -0.8% | G: -1.5% | H: -27.3% | I: -0.6

> O=C(NCC1CCCO1)c1cccc(Oc2c(Cl)cccc2[N+](=O)[O-])c1 (stereo unspecified)
  A: 19.8% | B: 0.4% | C: 2.5% | D: 2.8% | E: -2.3% | F: 9.2% | G: -7.0% | H: -10.1% | I: -0.5

> COc1ccc(C(=O)C2CCCN(C(=O)c3ccc4nccnc4c3)C2)c(C)c1 (stereo unspecified)
  A: 33.9% | B: 4.5% | C: -2.8% | D: 5.0% | E: -17.3% | F: -10.9% | G: -7.9% | H: -19.5% | I: 5.6

> Cc1ccnc(Sc2ccc([N+](=O)[O-])cc2[N+](=O)[O-])n1
  A: -11.4% | B: 0.7% | C: -9.9% | D: 4.1% | E: 20µM* | F: -6.0% | G: 6.1% | H: 0.4% | I: 23.7

> Cc1ccc(C)c(S(=O)(=O)c2c(C)cc(C)[nH]c2=O)c1
  A: 27.2% | B: -2.7% | C: 1.1% | D: -4.9% | E: -0.7% | F: -0.6% | G: -8.8% | H: -6.3% | I: 1.0

> CCc1nc2c(cnn2-c2ccc(Cl)cc2)c(=O)n1-c1ccc(OC)c(Cl)c1
  A: 24.7% | B: 0.1% | C: 8.3% | D: 11.8% | E: 5.3% | F: 0.1% | G: -0.3% | H: -24.7% | I: -11.0

> Cc1ccccc1C(=O)N1CCN(c2ccc(NC(=O)c3ccccc3[N+](=O)[O-])cc2)CC1
  A: 36.8% | B: 3.2% | C: 2.1% | D: -1.3% | E: 6.9% | F: 14.5% | G: -1.3% | H: -13.4% | I: 6.7

> CCC(NC(=O)Nc1cc(OC)ccc1OC)c1c(-n2cccc2)sc2c1CCN(CC)C2 (stereo unspecified)
  A: ? | B: 38.4%[activator] | C: -5.3% | D: -19.2% | E: -7.9% | F: -28.8% | G: -12.2% | H: ? | I: 7.9

> CC(NC(=O)COC(=O)c1cc([N+](=O)[O-])ccc1N1CCOCC1)c1ccc(F)cc1 (stereo unspecified)
  A: 9.1% | B: -5.3% | C: -10.2% | D: 1.2% | E: 4.3%[57.1 µM] | F: -15.1% | G: 3.1%[57.1 µM] | H: -10.6% | I: -0.2

> O=C(c1ccc2c(=O)n(CCc3ccccc3)c(=O)[nH]c2c1)N1CCN(c2ccccc2)CC1
  A: 30.4% | B: 0.6% | C: -5.3% | D: -0.9% | E: 13.7%[57.1 µM] | F: -4.7% | G: -4.9%[57.1 µM] | H: -5.6% | I: 3.0

> CCOc1ccccc1CNC(=O)c1ccc(Cn2c(SCc3ccccc3)nc3cccnc32)cc1
  A: 17.6% | B: ? | C: i | D: -18.3% | E: 26.2% | F: -4.2% | G: 8.5% | H: -18.6% | I: 1.0

> CCN(CCO)c1ncnc2c1sc1nc(C(C)C)c3c(c12)CC(C)(C)OC3
  A: 5.5% | B: 1.4% | C: 0.9% | D: ? | E: 9.2% | F: 2.2% | G: 4.5% | H: 4.8% | I: -3.2

> CSC1=NC2(C[C@H]2c2ccccc2)C(=O)N1C (stereo partly specified)
  A: 51.8% | B: -0.9% | C: -9.2% | D: 6.2% | E: 14.7%[57.1 µM] | F: -5.6% | G: 8.7%[2.29 µM] | H: -1.7% | I: 0.7

> O=C(NC1CCS(=O)(=O)C1)/C(=C/c1ccco1)NC(=O)c1ccccc1 (stereo unspecified)
  A: -16.5% | B: -7.0% | C: -14.5% | D: -15.0% | E: -7.9% | F: 7.2% | G: -9.5% | H: -4.6% | I: 2.4

> COc1cccc(CN(C)C(=O)[C@@H](NC(=O)c2ccc(C)cc2)C(C)C)c1
  A: -9.6% | B: -3.1% | C: -4.7% | D: -11.8% | E: 27.7% | F: -9.0% | G: 9.2%[57.1 µM] | H: -5.1% | I: -6.2

> CCn1c2ccccc2c2cc(NC(=O)COC(=O)c3cc(Cl)c(N)cc3OC)ccc21
  A: 28.0% | B: 35.2%[activator] | C: -9.5% | D: -0.9% | E: 26.5% | F: 0.4% | G: 31.1% | H: -24.1% | I: -3.7

Part of the list above in a different format:
| canonical_smiles | HP1b binding inh | Pin1 inh | PGK inhibitor | mIDH1 inhibitor | TrxR1 inh | GLS inh | TrxR1 substrate | USP1-UAF1 inh | PI4K2A inh |
| --- | --- | --- | --- | --- | --- | --- | --- | --- | --- |
| CC(C)n1cc(NC(=O)C2CC(c3cccc(Br)c3)=NO2)cn1 (stereo unspecified) | 57.3%[activator] | 28.7% | -0.7% | 0.5% | 15.9% | -0.3% | -3.5% | 8.5% | 2.7 |
| COc1ccc(C2=CC3=C(Br)C(=O)C(C)(OC(=O)C4CCCC4)C(=O)C3=CO2)cc1 (stereo unspecified) | ? | ? | 17.8µM* | -13.2% | ? | 0.6% | 3.8% | ? | ? |
| COCCN(C(=O)CSc1ncccn1)c1c(N)n(Cc2ccccc2)c(=O)[nH]c1=O | 16.7% | 4.1% | -1.3% | -0.9% | 19.6% | -9.3% | 4.1% | -3.0% | 2.3 |
| OCC1CCCCN1CCNCc1cn[nH]c1-c1cccc2ccccc12 (stereo unspecified) | 30.0% | 4.3% | -7.5% | 0.0% | -10.7% | -4.2% | -1.0% | -20.6% | 5.5 |
| O=C(CSc1n[nH]c(-c2ccccc2F)n1)Nc1cc(F)ccc1F | 43.9%[activator] | -6.1% | 4.7% | -8.2% | 18.3% | -0.8% | -1.5% | -27.3% | -0.6 |
| O=C(NCC1CCCO1)c1cccc(Oc2c(Cl)cccc2[N+](=O)[O-])c1 (stereo unspecified) | 19.8% | 0.4% | 2.5% | 2.8% | -2.3% | 9.2% | -7.0% | -10.1% | -0.5 |
| COc1ccc(C(=O)C2CCCN(C(=O)c3ccc4nccnc4c3)C2)c(C)c1 (stereo unspecified) | 33.9% | 4.5% | -2.8% | 5.0% | -17.3% | -10.9% | -7.9% | -19.5% | 5.6 |
| Cc1ccnc(Sc2ccc([N+](=O)[O-])cc2[N+](=O)[O-])n1 | -11.4% | 0.7% | -9.9% | 4.1% | 20µM* | -6.0% | 6.1% | 0.4% | 23.7 |

Compound activity from PubChem BioAssay.

These rows are one share of the data; rates above refer to the full screens.
